OXTR agonist: human OXTR agonism | hit rate 0.32% among 320,000 | activation, % at 3 µM | CHO-OTR cells, Fluo-8 calcium fluorescence; normalized: DMSO 0%, oxytocin 100% | P30559;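 active = activation above the mean of all tested compounds plus 3 SD, cutoff set per screening run, cut at about 20% in these data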;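 also: peak over basal fluorescence ratio from a 100 s FLIPR kinetic read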
PHOSPHO1 inh: PHOSPHO1 (human) inhibition; Q8TCT1; recombinant PHOSPHO1, absorbance phosphatase assay; inhibition, % at 13.3 µM; hit rate 1.1% among 290,000; in the data active = inhibition above about 60%
Target sequence (Q8TCT1 whole entry, looked up): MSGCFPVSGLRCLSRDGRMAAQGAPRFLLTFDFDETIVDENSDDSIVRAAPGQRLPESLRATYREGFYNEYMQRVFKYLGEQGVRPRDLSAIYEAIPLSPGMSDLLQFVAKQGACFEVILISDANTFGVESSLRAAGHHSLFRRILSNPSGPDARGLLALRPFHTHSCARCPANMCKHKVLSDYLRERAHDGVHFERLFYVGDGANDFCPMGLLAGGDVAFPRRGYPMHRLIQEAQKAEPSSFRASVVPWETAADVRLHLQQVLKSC
GPR7 antag: blocks human GPR7 receptor signaling. inhibition, % at 4.4 µM. P48145. AID 1861. GPR7-expressing cells, fluorescence antagonist assay. hit rate 1.1% among 290,000; in the data active = inhibition above about 16%, passing the limit was not always enough;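 also: cells stimulated with the agonist NPW; 0% = agonist with vehicle and 100% = vehicle without agonist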
FID counter: fluorescent intercalator displacement, NS3 helicase counter-screen. DNA fluorescent intercalator displacement, fluorescence. inhibition, % at 7.9 µM. hit rate 0.17% among 290,000; in the data active = inhibition above about 37%;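 also: 0% = vehicle and 100% = reference compound; higher means more ethidium bromide displaced from hairpin DNA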
MEKK2 WT-MEK5: raises or lowers MEK5 binding to wildtype human MEKK2 PB1 domain | binding response (% of control), % at 10 µM | hit rate 1.1% among 290,000 | bead flow cytometry, Alexa488-MEK5 binding to MEKK2 WT; actives lie on both sides; in the data active = binding response below about 67% or above about 130%
MEKK2mut PB1 HTS: signal of MEK5 binding to mutant human MEKK2 PB1 domain; hit rate 0.35% among 290,000; bead flow cytometry, Alexa488-MEK5 binding to MEKK2 mutant; AID 1530; percent response, % at 10 µM; in the data active = percent response above about 24%, passing the limit was not always enough; also: inactives centre near 1; some results filed as inactive read as strong as hits; reference of the scale not given here
PfM18AAP inh: blocks P. falciparum M18 aspartyl aminopeptidase; recombinant PfM18AAP, H-Glu-NHMec fluorogenic cleavage; inhibition, % at 7.35 µM; hit rate 1.2% among 290,000; AID 1822;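 active = inhibition above the campaign mean inhibition over all tested compounds plus 3 SD, cut at about 28% in these data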;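 also: 0% = plate median of test compound wells and 100% = 2 mM ZnCl2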
MEKK3 PB1 HTS: MEKK3-MEK5 PB1 interaction, increase or decrease | binding response (% of control), % at 10 µM | Q99759 | hit rate 1.4% among 290,000 | bead-based flow cytometry, Alexa488-MEK5 binding to MEKK3; actives lie on both sides; 0 = blocked by unlabeled MEK5, 100 = vehicle | AID 1529;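 active = binding response more than 3 SD above or below the average of its plate-row segment, actives on both sides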;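 also: Alexa488 bead fluorescence after subtracting the streptavidin-only scavenger bead signal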
Target sequence (Q99759 whole entry, looked up): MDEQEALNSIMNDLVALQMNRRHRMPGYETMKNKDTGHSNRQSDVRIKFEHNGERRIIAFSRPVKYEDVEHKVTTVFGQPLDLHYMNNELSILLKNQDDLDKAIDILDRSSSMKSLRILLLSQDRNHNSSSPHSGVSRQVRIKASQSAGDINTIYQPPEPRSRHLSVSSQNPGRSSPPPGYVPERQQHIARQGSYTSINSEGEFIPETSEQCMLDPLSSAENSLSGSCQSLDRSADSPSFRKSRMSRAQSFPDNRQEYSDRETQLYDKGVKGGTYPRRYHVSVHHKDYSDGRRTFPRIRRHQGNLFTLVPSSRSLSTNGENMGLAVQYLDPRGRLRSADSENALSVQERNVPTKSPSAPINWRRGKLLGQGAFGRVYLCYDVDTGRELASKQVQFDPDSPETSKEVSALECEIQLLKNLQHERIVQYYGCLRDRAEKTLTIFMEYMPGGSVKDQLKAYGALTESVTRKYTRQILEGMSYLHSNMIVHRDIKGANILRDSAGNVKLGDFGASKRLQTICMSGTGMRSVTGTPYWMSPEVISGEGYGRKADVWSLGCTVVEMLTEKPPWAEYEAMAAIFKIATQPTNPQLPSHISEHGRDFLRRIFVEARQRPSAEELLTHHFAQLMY
NALP1 yeast inh: blocks the NALP1 inflammasome reconstituted in yeast; S. cerevisiae NALP1/ASC/caspase-1 growth, X-gal OD620, 72 h; AID 2071; hit rate 0.61% among 280,000; inhibition, % at 10 µM; in the data active = inhibition mostly above about 24%, no sharp cut-off; inactive = mostly below about 32%; also: some compounds called inactive have numbers as strong as hits
* marks the source's active call; other numbers are inactive results; [ ] = dose if it differs, or a comment.

How did Cc1cccc(CSc2cccc3cccnc23)c1 do in these assays?
OXTR agonist: 0.2; PHOSPHO1 inh: 3; GPR7 antag: -9; FID counter: -16; MEKK2 WT-MEK5: 97; MEKK2mut PB1 HTS: 7; PfM18AAP inh: 5; MEKK3 PB1 HTS: 104; NALP1 yeast inh: -7

How did CCNc1ccc(C(=O)OCC(=O)c2cc(C)n(Cc3ccc4c(c3)OCO4)c2C)cc1[N+](=O)[O-] do in these assays?
OXTR agonist: 0.5; PHOSPHO1 inh: -7; GPR7 antag: -4; FID counter: -1; MEKK2 WT-MEK5: 94; MEKK2mut PB1 HTS: -2; PfM18AAP inh: -5; MEKK3 PB1 HTS: 95; NALP1 yeast inh: 20

Results for O=C1CCC(=O)N1c1ccc(-c2nc3ccccc3s2)cc1 ?
OXTR agonist: 2.2; PHOSPHO1 inh: 56; GPR7 antag: -10; FID counter: -4; MEKK2 WT-MEK5: 98; MEKK2mut PB1 HTS: -3; PfM18AAP inh: -1; MEKK3 PB1 HTS: 96; NALP1 yeast inh: 10

How did Cn1c(Cc2ccccc2)nnc1SCc1cc(=O)n2ccsc2n1 do in these assays?
OXTR agonist: 0.2; PHOSPHO1 inh: -46; GPR7 antag: 2; FID counter: -4; MEKK2 WT-MEK5: 99; MEKK2mut PB1 HTS: -5; PfM18AAP inh: 4; MEKK3 PB1 HTS: 101; NALP1 yeast inh: 3

How did O=C(O)c1nc(NCc2ccccc2)ncc1Cl do in these assays?
OXTR agonist: -1.0; PHOSPHO1 inh: -10; GPR7 antag: 11; FID counter: -3; MEKK2 WT-MEK5: 103; MEKK2mut PB1 HTS: -2; PfM18AAP inh: 10; MEKK3 PB1 HTS: 100; NALP1 yeast inh: 0

What do the screens show for `c1ccc2cc3c(NCCN4CCOCC4)ccnc3cc2c1`?
PHOSPHO1 inh: -14; GPR7 antag: 3; FID counter: 64*; MEKK2 WT-MEK5: 102; MEKK2mut PB1 HTS: -3; PfM18AAP inh: 4; MEKK3 PB1 HTS: 103; NALP1 yeast inh: 21

How did C=CCNC(=O)N[C@@H](CCSC)C(=O)OC do in these assays?
OXTR agonist: 0.4; PHOSPHO1 inh: 1; GPR7 antag: 3; FID counter: 5; MEKK2 WT-MEK5: 98; MEKK2mut PB1 HTS: -2; PfM18AAP inh: 9; MEKK3 PB1 HTS: 96; NALP1 yeast inh: 12

Results for COc1ccc(CNc2ccccn2)c(O)c1 ?
PHOSPHO1 inh: 45; GPR7 antag: 8; FID counter: -3; MEKK2 WT-MEK5: 101; MEKK2mut PB1 HTS: 7; PfM18AAP inh: -4; MEKK3 PB1 HTS: 105; NALP1 yeast inh: 20

What do the screens show for `C=CCNC(=O)c1ccc(Sc2ccc(C)cc2)c([N+](=O)[O-])c1`?
OXTR agonist: -1.3; PHOSPHO1 inh: 16; GPR7 antag: 7; FID counter: 3; MEKK2 WT-MEK5: 97; MEKK2mut PB1 HTS: 1; PfM18AAP inh: -1; MEKK3 PB1 HTS: 95; NALP1 yeast inh: 4

What do the screens show for `O=C(/C=C/c1cn(CC(O)CN2CCOCC2)c2ccccc12)c1cccs1` (stereo not given)?
OXTR agonist: 4.8; PHOSPHO1 inh: 16; GPR7 antag: -2; FID counter: -8; MEKK2 WT-MEK5: 106; MEKK2mut PB1 HTS: 2; PfM18AAP inh: -2; MEKK3 PB1 HTS: 99; NALP1 yeast inh: 2

How did CC(C)[C@H](NC(=O)N1CCn2c1nc1ccccc12)C(=O)NC1CCCCC1 do in these assays?
OXTR agonist: -0.9; PHOSPHO1 inh: 27; GPR7 antag: 10; FID counter: -39; MEKK2 WT-MEK5: 94; MEKK2mut PB1 HTS: -6; PfM18AAP inh: 7; MEKK3 PB1 HTS: 95; NALP1 yeast inh: 24

Results for Cc1cc(C)c(S(=O)(=O)c2ccccc2)c(N2CCOCC2)n1 ?
OXTR agonist: 0.6; PHOSPHO1 inh: 49; GPR7 antag: -2; FID counter: -15; MEKK2 WT-MEK5: 94; MEKK2mut PB1 HTS: -6; PfM18AAP inh: 3; MEKK3 PB1 HTS: 101; NALP1 yeast inh: -38

Results for Cc1ccc(C(=O)Nc2c3c(nn2-c2ccccc2)CS(=O)(=O)C3)cc1C ?
OXTR agonist: 0.1; PHOSPHO1 inh: 38; GPR7 antag: -3; FID counter: -23; MEKK2 WT-MEK5: 109; MEKK2mut PB1 HTS: 8; PfM18AAP inh: 3; MEKK3 PB1 HTS: 103; NALP1 yeast inh: 7

What do the screens show for `Clc1ccc(-c2nnc(CCc3ccccc3)o2)c(Cl)c1`?
OXTR agonist: -1.0; PHOSPHO1 inh: 23; GPR7 antag: -3; FID counter: -13; MEKK2 WT-MEK5: 62; MEKK2mut PB1 HTS: -12; PfM18AAP inh: 3; MEKK3 PB1 HTS: 55*[inhibitor]; NALP1 yeast inh: 0

How did COCCN(C)C(=O)CCc1nnc(Cc2ccc(-c3ccccc3)cc2)o1 do in these assays?
OXTR agonist: 0.8; PHOSPHO1 inh: 40; GPR7 antag: -6; FID counter: -28; MEKK2 WT-MEK5: 99; MEKK2mut PB1 HTS: -8; PfM18AAP inh: 3; MEKK3 PB1 HTS: 98; NALP1 yeast inh: -14

How did Cc1cc(C)c2c3c(sc2n1)C(=O)N(c1ccccc1)CC(=O)N3 do in these assays?
OXTR agonist: -0.7; PHOSPHO1 inh: -5; GPR7 antag: -14; FID counter: -8; MEKK2 WT-MEK5: 101; MEKK2mut PB1 HTS: -1; PfM18AAP inh: 2; MEKK3 PB1 HTS: 99; NALP1 yeast inh: 5

What do the screens show for `CN1C(=S)NC(C)(C)CC1(C)c1ccc(O)cc1O` (stereo not given)?
OXTR agonist: -2.4; PHOSPHO1 inh: 19; GPR7 antag: -6; FID counter: -3; MEKK2 WT-MEK5: 109; MEKK2mut PB1 HTS: 0; PfM18AAP inh: -9; MEKK3 PB1 HTS: 111; NALP1 yeast inh: 16

Results for O=C(CSc1ccc(F)cc1)Nc1ccc(N2CCOCC2)c(Cl)c1 ?
OXTR agonist: 1.5; PHOSPHO1 inh: 8; GPR7 antag: 2; FID counter: -13; MEKK2 WT-MEK5: 104; MEKK2mut PB1 HTS: 3; PfM18AAP inh: 2; MEKK3 PB1 HTS: 105; NALP1 yeast inh: 4

What do the screens show for `CCCc1cc(=O)[nH]c(SCC(=O)Nc2nc3ccc(OCC)cc3s2)n1`?
OXTR agonist: -2.4; PHOSPHO1 inh: 19; GPR7 antag: -11; FID counter: -6; MEKK2 WT-MEK5: 95; MEKK2mut PB1 HTS: -5; PfM18AAP inh: 5; MEKK3 PB1 HTS: 97; NALP1 yeast inh: 6

How did O=C(Cn1cnc2c(cnn2-c2ccc(F)cc2)c1=O)NCC1CCCO1 (stereo not given) do in these assays?
OXTR agonist: -0.2; PHOSPHO1 inh: 54; GPR7 antag: 5; FID counter: 0; MEKK2 WT-MEK5: 99; MEKK2mut PB1 HTS: -1; PfM18AAP inh: -3; MEKK3 PB1 HTS: 99; NALP1 yeast inh: 4

What do the screens show for `O=C(Cc1cccc2ccccc12)NCCc1ccccc1`?
OXTR agonist: -1.7; PHOSPHO1 inh: -2; GPR7 antag: -13; FID counter: -20; MEKK2 WT-MEK5: 110; MEKK2mut PB1 HTS: 4; PfM18AAP inh: 1; MEKK3 PB1 HTS: 111; NALP1 yeast inh: 12

Results for O=C(CCCc1ccccc1)N1CCc2ccccc21 ?
OXTR agonist: -1.4; PHOSPHO1 inh: 1; GPR7 antag: 10; FID counter: -20; MEKK2 WT-MEK5: 105; MEKK2mut PB1 HTS: 3; PfM18AAP inh: 6; MEKK3 PB1 HTS: 107; NALP1 yeast inh: 5

What do the screens show for `C=CCOc1cccc(CNc2cccc(C(=O)O)c2)c1`?
OXTR agonist: 0.3; PHOSPHO1 inh: 20; GPR7 antag: -14; FID counter: -11; MEKK2 WT-MEK5: 103; MEKK2mut PB1 HTS: 2; PfM18AAP inh: -3; MEKK3 PB1 HTS: 106; NALP1 yeast inh: 8

Results for CCn1nnc(NC(=O)C(C)Oc2ccc(Cl)cc2Cl)n1 (stereo not given) ?
OXTR agonist: -0.4; PHOSPHO1 inh: 10; GPR7 antag: 1; FID counter: -1; MEKK2 WT-MEK5: 95; MEKK2mut PB1 HTS: -4; PfM18AAP inh: -3; MEKK3 PB1 HTS: 101; NALP1 yeast inh: 0

What do the screens show for `COC(=O)c1c(NC(=O)c2cnccn2)sc2c1CCC2`?
OXTR agonist: -0.4; PHOSPHO1 inh: -52; GPR7 antag: 4; FID counter: -7; PfM18AAP inh: 8; NALP1 yeast inh: -2

How did COc1ccc(C(=O)Nc2ccc(NC(=O)c3ccco3)cc2)cc1 do in these assays?
OXTR agonist: 0.6; PHOSPHO1 inh: 8; GPR7 antag: -1; FID counter: -9; MEKK2 WT-MEK5: 102; MEKK2mut PB1 HTS: 4; PfM18AAP inh: 2; MEKK3 PB1 HTS: 105; NALP1 yeast inh: 18

What do the screens show for `COc1cc(NC(=O)Cc2ccccc2OC)cc(OC)c1`?
OXTR agonist: -0.2; PHOSPHO1 inh: 13; GPR7 antag: -7; FID counter: -10; MEKK2 WT-MEK5: 104; MEKK2mut PB1 HTS: 0; PfM18AAP inh: 3; MEKK3 PB1 HTS: 102; NALP1 yeast inh: -10

What do the screens show for `COc1cc(NC2c3ccccc3C(=O)N2Cc2ccc3c(c2)OCO3)cc(OC)c1OC` (stereo not given)?
OXTR agonist: -1.4; PHOSPHO1 inh: 5; GPR7 antag: 26*; FID counter: -28; MEKK2 WT-MEK5: 99; MEKK2mut PB1 HTS: 4; PfM18AAP inh: 4; MEKK3 PB1 HTS: 94; NALP1 yeast inh: -12

How did COC(=O)c1ccccc1Oc1c(F)c(F)nc(N2CCOCC2)c1F do in these assays?
OXTR agonist: -1.1; PHOSPHO1 inh: 50; GPR7 antag: 6; FID counter: -8; MEKK2 WT-MEK5: 103; MEKK2mut PB1 HTS: 2; PfM18AAP inh: -8; MEKK3 PB1 HTS: 102; NALP1 yeast inh: 12

What do the screens show for `Cc1ccc2[nH]c(CN3CCC(CO)(CC4CCCCO4)CC3)c(C)c2c1` (stereo not given)?
OXTR agonist: 8.8; PHOSPHO1 inh: 54; GPR7 antag: 8; FID counter: 16; MEKK2 WT-MEK5: 127; MEKK2mut PB1 HTS: 17; PfM18AAP inh: -7; MEKK3 PB1 HTS: 101; NALP1 yeast inh: 10

How did CCN1CCN(CCCOc2ccc(-c3ccccc3)cc2)CC1 do in these assays?
OXTR agonist: 14; PHOSPHO1 inh: 10; GPR7 antag: 10; FID counter: 20; MEKK2 WT-MEK5: 114; MEKK2mut PB1 HTS: 12; PfM18AAP inh: -8; MEKK3 PB1 HTS: 105; NALP1 yeast inh: 12

How did CCc1cccc(C)c1NC(=O)Nc1c(Br)cnn1C do in these assays?
OXTR agonist: 0.2; PHOSPHO1 inh: 34; GPR7 antag: -18; FID counter: -7; MEKK2 WT-MEK5: 104; MEKK2mut PB1 HTS: 7; PfM18AAP inh: 3; MEKK3 PB1 HTS: 103; NALP1 yeast inh: -6

Quoted at random: two records from the list.
Results for O=C(CCCc1ccccc1)N1CCc2ccccc21 ?
OXTR agonist: -1.4; PHOSPHO1 inh: 1; GPR7 antag: 10; FID counter: -20; MEKK2 WT-MEK5: 105; MEKK2mut PB1 HTS: 3; PfM18AAP inh: 6; MEKK3 PB1 HTS: 107; NALP1 yeast inh: 5

What do the screens show for `CCCc1cc(=O)[nH]c(SCC(=O)Nc2nc3ccc(OCC)cc3s2)n1`?
OXTR agonist: -2.4; PHOSPHO1 inh: 19; GPR7 antag: -11; FID counter: -6; MEKK2 WT-MEK5: 95; MEKK2mut PB1 HTS: -5; PfM18AAP inh: 5; MEKK3 PB1 HTS: 97; NALP1 yeast inh: 6
